mABHD4 FP: ABHD4 inhibitors, primary screen, biochemical, fluorescence polarization, mouse; purified mABHD4, FP-Rh probe fluorescence polarization; inhibition, % at 8.92 µM; hit rate 0.54% among 370,000; AID 720543, 2013;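 active means inhibition exceeding the mean over every tested compound plus 3 SD, cut at about 30% in these data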;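 further: 0% = plate median of compound wells and 100% = S159A mutant with DMSO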
Target sequence (Q8VD66 whole entry, looked up): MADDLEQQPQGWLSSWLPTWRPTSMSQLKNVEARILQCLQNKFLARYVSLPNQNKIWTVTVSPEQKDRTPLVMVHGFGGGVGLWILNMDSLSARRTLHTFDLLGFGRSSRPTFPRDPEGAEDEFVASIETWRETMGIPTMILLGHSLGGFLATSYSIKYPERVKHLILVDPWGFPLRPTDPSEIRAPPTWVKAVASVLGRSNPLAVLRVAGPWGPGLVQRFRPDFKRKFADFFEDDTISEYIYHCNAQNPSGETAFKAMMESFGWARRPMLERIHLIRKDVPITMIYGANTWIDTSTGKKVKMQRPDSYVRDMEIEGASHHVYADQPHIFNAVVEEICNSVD
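System: mouse ABHD4 enzyme, wild type / Medium: HEPES pH 7.0, NaCl, Pluronic buffer / Reagent: FP-Rh activity-based fluorescent probe / Control set: S159A mutant high control, sample median low control / Detection: fluorescence polarization with parallel and perpendicular emission, 525/598 nm / Schedule: 45 min + 60 min at 25 °C / Compound dosing: 8.92 µM, single dose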
NR1D1 modulator: modulators of Rev-erb alpha DNA binding, primary screen, biochemical, FITC-DNA, fluorescence polarization, uHTS. Nuclear receptor subfamily 1 group D member 1 (Homo sapiens), P20393. Rev-erbα–FITC-DNA binding, 90 min. activity, % at 10 µM. hit rate 0.79% among 370,000. AID 1259318, 2017;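 active means activity above about 14%, limit read from the data; passing the limit was not always enough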;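 further: 0% = DMSO wells with 35 nM protein and 100% = DMSO wells with 750 nM protein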
PG9 binder: binders of HIV-1 gp120 antibody PG9, primary screen, biochemical, TR-FRET; HIV-1 gp120 / PG9 antibody interaction; TR-FRET gp120-PG9 antibody binding; inhibition, % at 6.7 µM; hit rate 0.43% among 360,000; AID 624416, 2012; in the data active means inhibition above about 8.5%
UHRF1 MBD2 ctr: UHRF1 methylated DNA binding inhibitors, primary screen, counter-screen for MBD2 inhibitor project, biochemical, TR-FRET, human UHRF1, single concentration; UHRF1 binding to methylated oligo; E3 ubiquitin-protein ligase UHRF1 (Homo sapiens), Q96T88; hit rate 0.75% among 370,000; AID 687016, 2013; inhibition, % at 4.4 µM; in the data active means inhibition above about 21%;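 further: UHRF1 SRA domain binding a hemimethylated CpG hairpin DNA probe; 0% = median of test compound wells and 100% = reference inhibitor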
PRMT1 FP inh: PRMT1 methyltransferase inhibitors, primary screen, biochemical, fluorescence polarization. recombinant PRMT1, activity-based probe fluorescence polarization. inhibition, % at 2.79 µM. hit rate 1.3% among 370,000;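 active means inhibition above about 21% made by adding two undisclosed values, limit read from the data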
Target sequence (Q99873 whole entry, looked up): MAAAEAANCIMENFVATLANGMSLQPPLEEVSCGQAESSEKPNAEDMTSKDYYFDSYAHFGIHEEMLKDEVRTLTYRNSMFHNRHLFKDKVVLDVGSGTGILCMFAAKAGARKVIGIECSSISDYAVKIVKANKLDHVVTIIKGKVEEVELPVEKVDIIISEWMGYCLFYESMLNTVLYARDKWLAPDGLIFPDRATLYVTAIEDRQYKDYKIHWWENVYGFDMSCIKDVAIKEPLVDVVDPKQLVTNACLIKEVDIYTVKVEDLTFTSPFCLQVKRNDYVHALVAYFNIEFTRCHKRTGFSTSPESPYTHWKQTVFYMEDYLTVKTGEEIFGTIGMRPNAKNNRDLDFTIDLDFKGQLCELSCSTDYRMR
MBD2 inh: inhibitors of MBD2 binding to methylated DNA, primary screen, biochemical, TR-FRET, DNA-binding domain, human. Methyl-CpG-binding domain protein 2 (Homo sapiens), Q9UBB5. MBD2 binding to methylated oligonucleotide. inhibition, % at 4.4 µM. hit rate 0.31% among 370,000. AID 686964, 2013; in the data active means inhibition above about 13%
LEDGF integ inh: blockers of LEDGF/p75-dependent integrase strand transfer – biochemical, TR-FRET, high throughput, primary screen. hit rate 0.64% among 370,000. TR-FRET IN-LEDGF/p75 DNA integration, Eu/Cy5. HIV-1 integrase (with human LEDGF/p75). inhibition, % at 3.7 µM. AID 743269, 2014;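 active means inhibition above the screen-wide mean plus 3 SD, cut at about 13% in these data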;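 further: signal is the Cy5 over europium emission ratio at 671 and 618 nm; 0% = plate median of compound wells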
HTRA1 inh: HTRA1 serine protease inhibitors, primary screen, biochemical, fluorescence polarization, HTS; recombinant HTRA1, FP-rhodamine activity-based probe; inhibition, % at 5.96 µM; AID 504803, 2011; hit rate 0.5% among 340,000; in the data active means inhibition above about 36%;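 further: 0% = enzyme with DMSO and 100% = wells lacking enzyme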
rCAG RNA binder: binders of r(CAG) RNA repeats, primary screen, biochemical, fluorescence; r(CAG) RNA repeat, TO-PRO-1 dye displacement fluorescence; inhibition, % at 3 µM; hit rate 1.3% among 370,000;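 active means inhibition above the plate cutoff, the mean of all test compounds on that plate plus 3 SD, cut at about 35% in these data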;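 further: 0% = DMSO alone and 100% = 100 µM mitoxantrone as full dye displacement; higher means more dye released from RNA so lower well fluorescence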
TCR CD3 inh: inhibitors of human TCR-CD3 interaction, primary screen, biochemical, fluorescence, TAMRA-labeled TCR probe | hit rate 0.37% among 360,000 | AID 651800, 2012 | T-cell receptor (TCR) | inhibition, % at 9.4 µM; in the data active means inhibition above about 19%;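 further: recombinant mutant TCR 2C K166C tagged with TAMRA read by polarization; 0% = receptor in buffer alone and 100% = receptor with positive control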
Active calls of the source: *; . = not tested or not shown. Not all compounds are listed; rates above refer to the full screens.

Molecule	mABHD4 FP	NR1D1 modulator	PG9 binder	UHRF1 MBD2 ctr	PRMT1 FP inh	MBD2 inh	LEDGF integ inh	HTRA1 inh	rCAG RNA binder	TCR CD3 inh
NS(=O)(=O)c1ccc(NC(=O)COC(=O)c2ccc(Cl)nc2)cc1	-16	-5	-0.3	-2	-1	-1	3	-3	2	3
COc1ccc(Cc2nc3ccc(C(=O)N4CCC(N(C)C)C4)cc3o2)cc1 (stereo not given)	-3	4	-0.9	-2	-2	-1	-1	2	-2	1
CN(C)NC(=S)NC1(C)CCS(=O)(=O)C1 (stereo not given)	-1	-5	-2.0	-1	-6	-2	1	4	-1	5
CSC1=N/C(=C\c2cccc(Cl)c2)C(=O)N1N(C)C	-4	0	-0.3	0	-2	4	5	4	-1	-6
NC(=O)c1ccc(-n2nnnc2Oc2ccccc2C(=O)N2CCOCC2)cc1	2	-1	-0.9	2	-1	-1	2	3	0	7
CC(Sc1ncccn1)C(=O)NC1CCCC1 (stereo not given)	2	1	-0.5	-2	-2	-2	-8	-2	0	-10
COC(=O)c1cc2ccsc2n1Cc1nc(-c2ccc(Cl)cc2)oc1C	1	7	-1.6	0	-1	-1	-2	-1	3	-3
COc1ccc(/C=N/Nc2nnc(Cc3ccccc3)c(=O)[nH]2)cc1	2	5	1.2	0	1	2	0	4	3	-3
CC(=O)CC1c2cc(F)ccc2C=C(c2ccsc2)N1c1ccc(-c2ccc(C(N)=O)cc2)cc1 (stereo not given)	4	5	0.6	-3	1	0	3	.	17	-2
Cc1ccc(NC(=O)Cn2cccc2)c(C)c1	0	-1	0.9	1	2	-2	1	-4	0	-2
O=C(COC(=O)/C=C/c1ccccc1)Nc1cccc(Oc2ccccc2)c1	-17	1	0.8	-3	-4	4	2	-49	-1	-2
O=C1N(CN2CCN(Cc3ccccc3)CC2)c2ccccc2C12OCCCO2	2	-2	0.5	3	0	7	-3	8	-2	-3
COc1ccccc1CNC(=O)C1CCC(=O)N(CCCN2CCCC2=O)C1 (stereo not given)	10	9	-0.3	6	-2	-1	-2	3	2	-9
O=C(c1ccc2c(=O)n3c(nc2c1)CCCCC3)N1CCN(c2ccc([N+](=O)[O-])cc2)CC1	-2	10	-0.6	-1	-1	-5	-1	-7	0	7
CC(C)(C)c1ccc(OCCn2ccccc2=O)cc1	-3	.	0.3	-1	-3	2	-1	1	-7	11
Cc1c(CN2CCCC(C)C2)c(O)n(CCO)c(=O)c1C#N (stereo not given)	-1	-1	-2.6	3	8	3	-3	2	1	-6
Cc1ccc2c(c1)C(=C(C#N)C#N)C(=O)N2CCN1CCOCC1	6	-1	-1.1	-2	3	-2	-2	7	-1	4
COc1ccccc1/C=C1\S/C(=N/NC(=O)c2cccc(Br)c2)NC1=O	13	-1	-1.2	-3	-2	-3	1	20	31	-1
COc1ccc2ccc(OC)c(/C=N/n3cnnc3)c2c1	-5	-2	-0.4	-4	-2	-2	2	0	0	-1
CC1=NCCN1S(=O)(=O)c1ccccc1[N+](=O)[O-]	-9	1	-1.2	0	-4	-3	2	5	-2	-5
O=C(O)C(NS(=O)(=O)c1ccccc1)C(O)c1ccccc1 (stereo not given)	-1	4	-2.8	0	1	-7	2	6	1	7
COc1ccc2c(c1OC)C(=O)N(c1ccccn1)C2	-4	-5	0.0	0	0	6	0	-1	2	-6
COc1ccc(NC(=O)CSc2nnc(NC(C)=O)s2)c([N+](=O)[O-])c1	8	-1	-1.1	2	-2	3	0	8	55*	4
c1ccc(-n2ncc3c(NCCN4CCCCC4)ncnc32)cc1	4	-7	-1.9	-2	0	-2	3	-5	0	1
O=C(O)CCn1c(C2CCCCC2)nc2ccccc21	5	2	-1.7	-2	-1	0	-3	3	0	-7
CN(C)S(=O)(=O)N(CC(=O)N1CCC(Cc2ccccc2)CC1)c1ccccc1	-1	0	-0.7	1	-2	-3	0	-2	-8	3
Cc1ccc(NC(=O)CN(C)C(=O)COC(=O)c2ccc(Cl)cc2O)cc1	-3	3	0.8	2	-2	4	-2	-9	2	6
CCN(CC)C(=O)C1=C(C)N(CCCN2CCCC2=O)C(=O)C(CC(=O)NCC2CCCCC2)C1 (stereo not given)	3	4	-0.9	0	1	4	-6	-3	-4	-5
COCCCn1cnnc1SC(C)C(=O)Nc1ccc(S(=O)(=O)N2CCOCC2)cc1 (stereo not given)	2	-6	-0.4	-2	-3	2	-2	10	0	4
O=C(/C(=N\O)n1cncn1)c1ccc(Br)cc1Br	11	-5	-1.0	-2	0	-5	0	-1	1	1
CCCCOc1ccc(C(=O)NCC(=O)N2CC(C)CC(C)C2)cc1 (stereo not given)	2	-2	-2.4	-2	0	2	-7	-7	-8	3
O=C(c1ccccc1)N1CCN(C(=O)c2nn3c(C(F)(F)F)cc(-c4ccccc4)nc3c2Br)CC1	6	4	-1.4	0	1	-2	-4	3	2	-2
CCOc1cc(C2/C(=C(/O)c3ccc(OC(C)C)cc3)C(=O)C(=O)N2CCCOC)ccc1O (stereo not given)	2	3	-2.2	-5	-1	4	-2	0	24	5
CC(=O)O/N=C(/c1nonc1N)N1CCN(c2ccc([N+](=O)[O-])cc2Cl)CC1	3	-5	-0.9	-2	-2	1	1	24	1	4
CCOc1ccc(-n2ccnc(SCC(=O)NC3CCCC3)c2=O)cc1	6	3	1.9	-4	9	-9	1	-1	0	14
CCOc1ccccc1OCC(=O)Nc1cc(S(=O)(=O)N2CCCCC2)ccc1OC	1	5	-1.3	0	-1	-2	0	-1	0	1
CCn1c(CN2C(=O)CSc3ccccc32)n[nH]c1=S	-1	-8	-0.6	0	-3	1	-1	-3	1	-3
O=C1CC(N2CCN(c3ccc(F)cc3)CC2)C(=O)N1Cc1ccccc1 (stereo not given)	-5	-4	-0.1	0	7	3	-5	-10	-5	-9
CC(C)n1cnc2c(=S)nc[nH]c21	2	-4	-2.4	-1	4	2	0	8	-2	10
OCCN1CCN(CC(O)COC(c2ccc(F)cc2)c2ccc(F)cc2)CC1 (stereo not given)	9	6	-1.3	-1	-5	5	4	6	-9	5
COc1ccc(NC(=O)N(CCO)Cc2cc3c(C)cc(C)cc3[nH]c2=O)cc1	2	3	-1.1	2	3	2	-1	2	-4	-3
CCc1ccc(S(=O)(=O)c2nnn3c2nc(NCCNC(C)=O)c2ccccc23)cc1	2	-2	0.2	0	-2	4	-3	-5	3	11
O=C(CN1C(=O)C2C3C=CC(C3)C2C1=O)Nc1nc(-c2ccccn2)cs1 (stereo not given)	-8	3	-0.7	0	2	0	-2	6	4	-3
COC(=O)/C(C#N)=C1/SC=C(C)N1c1ccccc1	-7	-10	-1.7	4	1	4	4	7	-1	-3
CC(C)S(=O)(=O)c1csc(C(=O)Nc2ccc(F)cc2)c1N	4	-8	-1.0	1	-3	-1	2	-8	-3	6
O=C(C[C@@H]1C/C=C\CCC(=O)OC[C@@H]2CCCN2C1=O)N[C@@H](CO)Cc1ccccc1	-10	-1	-11	12	-3	3	-3	3	-2	10
CN(C)/N=C/c1ccc([N+](=O)[O-])cc1[N+](=O)[O-]	18	2	-1.0	-4	12	-4	-4	10	1	-5
COc1ccc(NC(=O)CN(C)S(=O)(=O)c2ccccc2)c([N+](=O)[O-])c1	0	-1	-2.3	-3	0	-4	-2	5	0	2
COc1cccc(CC(=O)OC(C)C(=O)Nc2ncc(Cl)cc2Cl)c1 (stereo not given)	0	0	0.6	4	-3	1	2	3	-1	-13
O=C1/C(=C/c2cccc3ccccc23)CCCc2ccccc21	-8	7	-0.2	1	-1	0	-2	-25	0	7

New compounds follow
Molecule	mABHD4 FP	NR1D1 modulator	PG9 binder	UHRF1 MBD2 ctr	PRMT1 FP inh	MBD2 inh	LEDGF integ inh	HTRA1 inh	rCAG RNA binder	TCR CD3 inh
Cc1c(N=Nc2ccc(O)cc2)c(=O)n(-c2ccccc2)n1C	-4	4	-3.0	0	-1	1	0	-1	1	6
CC(=O)n1cc([C@@H]2C=C(C(=O)N3CCOCC3)O[C@H](OCCCCO)C2)c2ccccc21	6	-3	-4.8	-3	-1	-7	4	-2	-1	-1
O=C(Nc1ccccc1Cl)NN1CCCCCC1	48*	-1	-2.0	1	3	5	-3	-15	-2	-11
COc1ccccc1-c1cccc(-c2nc(C(=O)Nc3nccs3)cc3c2[C@@H](CCO)N(C(C)=O)C3)c1	-11	8	-0.8	-1	-10	-5	2	.	7	3
O=C(CSc1nnc(-c2ccncc2)n1-c1ccc(F)cc1)NC(=O)NCc1ccco1	7	-13	-0.3	3	5	4	2	1	-2	-7
OC1(c2ccc(Br)cc2)CCN(Cc2cccc(Br)c2)CC1	0	-2	-0.2	0	0	-5	5	-5	-7	3
C=CCc1cccc2ccc(=O)oc12	5	-2	-1.2	1	-3	-8	4	5	1	4
C[C@@H]1CN([C@@H](C)CO)C(=O)CCCn2nncc2CO[C@@H]1CN(C)S(=O)(=O)c1ccccc1C#N	-7	4	-0.7	3	-3	0	4	0	4	-6
O=C1c2ccccc2C(O)(c2ncc[nH]2)N1C1CCCCC1 (stereo not given)	-4	2	0.6	-2	-2	-5	3	-1	3	9
O=C(O)CN1C(=O)C2(OCCCO2)c2ccccc21	4	4	-1.4	1	-1	1	1	0	5	-2

Full records from above. Screens in order: mABHD4 FP | NR1D1 modulator | PG9 binder | UHRF1 MBD2 ctr | PRMT1 FP inh | MBD2 inh | LEDGF integ inh | HTRA1 inh | rCAG RNA binder | TCR CD3 inh
O=C(CSc1nnc(-c2ccncc2)n1-c1ccc(F)cc1)NC(=O)NCc1ccco1 is listed with 7 | -13 | -0.3 | 3 | 5 | 4 | 2 | 1 | -2 | -7
O=C(O)CN1C(=O)C2(OCCCO2)c2ccccc21 is listed with 4 | 4 | -1.4 | 1 | -1 | 1 | 1 | 0 | 5 | -2

(next part)
Molecule	mABHD4 FP	NR1D1 modulator	PG9 binder	UHRF1 MBD2 ctr	PRMT1 FP inh	MBD2 inh	LEDGF integ inh	HTRA1 inh	rCAG RNA binder	TCR CD3 inh
O=C(CN1C(=O)NC(c2ccccc2)(c2ccccc2)C1=O)NCCNCCO	-9	1	-2.8	2	-2	1	0	9	0	-8
CC(C)(C)S(=O)(=O)N1C[C@@H]2CC/C=C\C/C(c3ccccc3)=C\2[C@H]1CCO	-4	6	-0.9	0	-1	-5	6	-5	3	-8
COc1ccc(-c2csc(Nc3cccc(C)n3)n2)cc1C	9	2	0.1	-3	2	-4	2	10	16	7
CCN1CCN(C(=O)NS(=O)(=O)c2ccc(C)cc2)CC1	-3	0	0.3	3	1	0	0	-4	-1	-5
Cc1ccc(C(=O)N/C(=C\c2cn(C)c3ccccc23)C(=O)NCCCn2ccnc2)cc1	2	3	-1.4	-1	-3	-1	0	1	1	7
CCOC(=O)c1c(NC(=O)CC2Nc3cc(C)c(C)cc3NC2=O)sc(C)c1C (stereo not given)	-6	-8	-2.8	-4	-1	-3	1	-1	3	0

Bioassay records: PubChem BioAssay, several laboratories
